# Assay outcomes deposited in PubChem BioAssay by The Scripps Research Institute Molecular Screening Center.
# GPR151 ag: activators of human GPR151, primary screen, cell-based, PathHunter beta-arrestin, luminescence | actives 1% (n = 650,000) | activation, % at 11.2 µM | PathHunter beta-arrestin GPR151 cells | AID 1508602, 2020 | G-protein coupled receptor 151 (Homo sapiens), Q8TDV0; in the data active = activation above about 4.9%;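 note: 0% = median of compound wells and 100% = cells with positive control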
# Target sequence (Q8TDV0 whole entry, looked up): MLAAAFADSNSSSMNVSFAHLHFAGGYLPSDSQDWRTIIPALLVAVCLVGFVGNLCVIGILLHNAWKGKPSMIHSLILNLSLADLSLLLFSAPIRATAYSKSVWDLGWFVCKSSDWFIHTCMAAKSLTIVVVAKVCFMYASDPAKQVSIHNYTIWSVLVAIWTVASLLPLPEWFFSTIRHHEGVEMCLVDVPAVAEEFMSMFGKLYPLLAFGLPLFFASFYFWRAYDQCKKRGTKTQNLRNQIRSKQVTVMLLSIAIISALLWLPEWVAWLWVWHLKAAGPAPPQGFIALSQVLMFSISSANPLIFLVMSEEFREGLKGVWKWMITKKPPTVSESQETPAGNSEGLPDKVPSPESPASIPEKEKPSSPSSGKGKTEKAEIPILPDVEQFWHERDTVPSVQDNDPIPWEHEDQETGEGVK
# FBW7 act: FBW7 E3 ligase activators, primary screen, biochemical, AlphaScreen, human | actives 0.13% (n = 650,000) | AlphaScreen FBW7–phospho-cyclin E peptide binding, activator screen | normalized activity (activation), % at 26.1 µM; in the data active = normalized activity above about 1.9%;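 note: purified mutant Fbw7 with reduced substrate affinity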
# Target sequence (Q969H0 whole entry, looked up): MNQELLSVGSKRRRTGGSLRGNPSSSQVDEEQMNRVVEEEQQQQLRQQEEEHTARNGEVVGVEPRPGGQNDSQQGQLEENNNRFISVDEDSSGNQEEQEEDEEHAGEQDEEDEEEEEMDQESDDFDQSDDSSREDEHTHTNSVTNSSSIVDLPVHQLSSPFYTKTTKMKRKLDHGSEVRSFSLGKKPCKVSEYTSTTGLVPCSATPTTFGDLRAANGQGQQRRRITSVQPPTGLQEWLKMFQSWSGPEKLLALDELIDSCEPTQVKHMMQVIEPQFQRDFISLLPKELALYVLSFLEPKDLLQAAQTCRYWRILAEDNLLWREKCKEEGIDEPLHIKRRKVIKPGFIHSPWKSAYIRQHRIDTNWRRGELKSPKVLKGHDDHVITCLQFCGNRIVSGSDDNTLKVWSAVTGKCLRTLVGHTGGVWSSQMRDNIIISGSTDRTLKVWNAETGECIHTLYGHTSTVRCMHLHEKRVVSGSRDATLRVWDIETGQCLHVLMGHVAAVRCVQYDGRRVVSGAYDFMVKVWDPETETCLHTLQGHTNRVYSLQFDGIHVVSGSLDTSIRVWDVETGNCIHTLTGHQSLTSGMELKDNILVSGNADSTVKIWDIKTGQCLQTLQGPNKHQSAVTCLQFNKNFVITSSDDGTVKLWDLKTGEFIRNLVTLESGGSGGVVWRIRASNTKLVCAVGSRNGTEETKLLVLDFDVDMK
# MITF inh: MITF inhibitors, primary screen, biochemical, AlphaScreen, human | actives 0.91% (n = 650,000) | AlphaScreen MITF homodimerization, bead proximity signal | inhibition, % at 2.6 µM; in the data active = inhibition above about 50%;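 note: 0% = vehicle wells with protein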
# TEAD-YAP block: TEAD-YAP interaction inhibition, primary screen, TEAD-YAP interaction inhibitor project, luminescence, HEK-TIYL cells; TEAD-Gal4/YAP UAS-luciferase luminescence; inhibition, % at 9.12 µM; actives 1.4% (n = 640,000); AID 1259422, 2018; in the data active = inhibition above about 32%;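 note: 0% = median of test compound wells and 100% = reference inhibitor wells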
# Numbers without * were called inactive. Random draw from the library (roughly 3.5% active in at least one column).
SMILES,GPR151 ag,FBW7 act,MITF inh,TEAD-YAP block
COc1ccc(-c2noc(C3CC(=O)N(c4cc(C)cc(C)c4)C3)n2)cc1OC (stereo not given),-0.4,-0.1,10,9
O=C(CNC1CC1)Nc1ccc(CN2CCCCC2)cc1,0.0,-0.2,18,-3
CCn1c(=O)c2c(nc(SCc3cc(=O)[nH]c4ccccc34)n2C)n(C)c1=O,-1.3,0.0,10,6
O=C(CSc1nc2ccc(Nc3nc(N4CCOCC4)nc(N4CCOCC4)n3)cc2s1)NC1CC1,9.3*,-0.1,-1,0
COc1ccccc1NC(=O)C1CC12CCN(Cc1cccn1-c1ncccn1)CC2 (stereo not given),-0.4,0.4,-1,3
CCC(=O)Oc1cc2c(C(=O)OC)c(C)oc2cc1Br,0.1,-0.1,8,-9
O=C(Nc1ccc(Cl)c(Cl)c1)N1CC(c2ccc([N+](=O)[O-])cc2)OC1c1ccccc1 (stereo not given),0.9,-0.1,8,-11
NC(=O)c1oc2ccccc2c1NC(=O)c1cccc(C(F)(F)F)c1,1.4,0.0,5,10
COCCN(Cc1ccsc1)C(=O)NCc1cccc2ccccc12,2.1,-0.2,23,2
Cn1ccnc1SCC(=O)Nc1cccc(C(F)(F)F)c1,1.5,1.5,26,-28
O=C(C1CCCCN1S(=O)(=O)c1ccccc1[N+](=O)[O-])N1CCOCC1 (stereo not given),0.3,-0.1,-3,2
C=CCn1c(COc2cccc(Cl)c2)n[nH]c1=S,0.9,1.1,6,-2
CC(C)(C)C1=NN(CC(=O)N2CCCC2)C(=O)c2cc3ccccc3n2C1,0.7,0.1,5,1
CN(C)c1ccc(C(=O)NC2CC(C)(C)NC(C)(C)C2)cc1,-1.0,0.0,-8,-7
Cc1nc(CCNC(=O)c2ccccc2C(F)(F)F)cs1,-0.5,0.2,9,-10
CC1CCCCN1C(=O)Cc1ccc(F)cc1 (stereo not given),0.7,-0.1,-10,6
CCOC(=O)Cc1csc(N/N=C\c2ccccc2OC)n1,-0.6,0.1,-9,-19
COC(=O)C1=C(N)N(c2ccc(OC)cc2)C2=C(C(=O)CC(C)(C)C2)C1c1ccc(Cl)cc1 (stereo not given),0.9,-0.1,1,2
COC(=O)c1ccc(Nc2cc(C)nc3ccc(Cl)cc23)cc1,0.7,0.0,13,49*
Cc1ccc(C2/C(=C(\O)c3ccccc3)C(=O)C(=O)N2c2nccs2)cc1 (stereo not given),0.2,-0.2,2,-17
CCC(NC(=O)Oc1ccc(C(C)(C)CC(C)(C)C)cc1)(C(F)(F)F)C(F)(F)F,1.4,0.2,3,12
Cc1cc(C)n(C(=O)CSc2nc3ccccc3o2)n1,-1.5,-0.1,10,5
Cc1ccc(CNC(=O)CCS(=O)(=O)c2ccc(Cl)cc2)cc1,0.4,0.2,5,-1
COc1cc(C)c(Cl)cc1S(=O)(=O)NC1CCCCC1,-0.1,0.6,2,-5
Cc1cc2nc(-c3cccc(NC(=O)COc4ccccc4)c3C)oc2cc1C,-0.3,0.0,1,12
# (listing goes on)
SMILES,GPR151 ag,FBW7 act,MITF inh,TEAD-YAP block
O=C(c1cc(-c2ccccc2)n[nH]1)N1CCCCC1,-0.6,0.0,0,-66
CCOC(=O)C1CCC(CN(Cc2c(Cl)cccc2Cl)S(=O)(=O)c2ccc(C)cc2)CC1 (stereo not given),-0.3,0.4,-15,-7
Cc1cccc(C)c1NC(=O)c1sc2nc3c(cc2c1N)CN(C)CC3,0.8,0.1,-3,4
CC(=O)Nc1ccc(Nc2ncnc3c2nc(N2CCC(N4CCOCC4)CC2)n3C(C)C)cc1,-2.0,-0.1,-2,-7
c1ccc(OCCNc2ccnc(N3CCOCC3)n2)cc1,-0.8,-0.1,-146,-56
COc1ccc2nc(-c3ccc(NS(=O)(=O)c4cc(C)ccc4C)cc3)cn2n1,3.1,-0.2,-7,-18
CCCNc1nc(Nc2ccc(N3CCOCC3)cc2)nc2c1ncn2-c1ccsc1,4.5,-0.2,10,47*
O=C(Nc1ccc(Cl)cc1)c1cc(S(=O)(=O)N2CCCC2)ccc1F,0.2,0.1,10,9
Cc1ccc(NCN2C(=O)CSC2=O)cc1Cl,1.7,0.0,13,9
Cc1cc(S(=O)(=O)N2CCCC2)ccc1OCC(=O)NCc1cccnc1,-0.3,0.2,-17,6
CCCCCC(=O)Nc1ccc(C(=O)OC2CCCCCCCCCCC2)cc1,0.0,-0.2,-20,-3
O=C(NC1=NCCS1)c1cccc(Cl)c1,-1.2,-0.4,-18,-61
CCOc1ccc(NC(=O)CSc2nc(C)c(CC)c(=O)[nH]2)cc1,0.7,0.1,24,6
COc1ccccc1-c1csc(Nc2ccc(Cl)c(Cl)c2)n1,1.6,-0.1,7,-16
O=C(Nc1cc(Br)ccc1O)c1cc(C2CC2)on1,0.8,0.1,-1,-53
CCc1ccc(NC(=O)c2nn3c(c2Br)NC(c2ccc(Br)o2)CC3C(F)(F)F)cc1 (stereo not given),1.3,0.0,7,1
COC(=O)C1=CN(Cc2ccc(OC)c(OC)c2)C=C(C(=O)OC)C1c1cc(OC)c(O)c([N+](=O)[O-])c1,-1.3,-0.2,0,-17
C/C(=C1/SC(=S)N(CC(=O)O)C1=O)c1ccc(O)cc1,-1.9,0.1,13,1
CC(=O)N1CCc2c([nH]c3ccccc23)C12CCN(Cc1cc(F)c(F)c(F)c1)CC2,2.0,-0.4,-2,-10
O=C(N/C(=C\c1ccc(Br)cc1)c1nc2ccccc2[nH]1)c1ccccc1Cl,0.2,0.0,8,13
O=C1NC(=S)NC(=O)C1=Cc1cn(-c2ccccc2)nc1-c1cccnc1,-0.3,-0.1,1,1
CCc1ccc(OCC(=O)NC(C)(C)C)c(Br)c1,-0.6,0.3,-2,-29
O=C1C(Nc2cc(F)cc(F)c2)=C(N2CCCCC2)C(=O)c2ccccc21,-1.4,-0.3,5,-3
CC(=O)NC/C(C)=N\NC(=O)c1ccccc1Cl,-0.2,0.0,1,4
COc1ccc(C(=O)NCc2nnc(SCC(=O)N3N=C(c4cccs4)CC3c3ccc(OC)cc3)n2-c2cccc(Cl)c2)cc1 (stereo not given),2.0,0.0,-2,5

# Among those listed so far, these contain a furan ring, fused or not:
SMILES,GPR151 ag,FBW7 act,MITF inh,TEAD-YAP block
CCC(=O)Oc1cc2c(C(=O)OC)c(C)oc2cc1Br,0.1,-0.1,8,-9
NC(=O)c1oc2ccccc2c1NC(=O)c1cccc(C(F)(F)F)c1,1.4,0.0,5,10
CCc1ccc(NC(=O)c2nn3c(c2Br)NC(c2ccc(Br)o2)CC3C(F)(F)F)cc1 (stereo not given),1.3,0.0,7,1

# The listing picks up, starting 4 compounds before the break.
SMILES,GPR151 ag,FBW7 act,MITF inh,TEAD-YAP block
CCc1ccc(OCC(=O)NC(C)(C)C)c(Br)c1,-0.6,0.3,-2,-29
O=C1C(Nc2cc(F)cc(F)c2)=C(N2CCCCC2)C(=O)c2ccccc21,-1.4,-0.3,5,-3
CC(=O)NC/C(C)=N\NC(=O)c1ccccc1Cl,-0.2,0.0,1,4
COc1ccc(C(=O)NCc2nnc(SCC(=O)N3N=C(c4cccs4)CC3c3ccc(OC)cc3)n2-c2cccc(Cl)c2)cc1 (stereo not given),2.0,0.0,-2,5
N#Cc1ccsc1NC(=O)c1ccc(Cl)s1,-4.4,0.7,8,-22
O=C1CCCC2=C1C(c1ccc(Br)cc1)C1C(=O)c3ccccc3C1=N2 (stereo not given),-0.7,-0.2,2,2
O=C(CSc1nnc(Nc2ccccc2)s1)NNC(=O)c1cccs1,-5.3,0.1,-8,-21
O=S(=O)(NCc1ccc2c(c1)OCO2)c1ccc2c(c1)oc1ccccc12,-0.1,0.1,5,12
CCCOc1ccc(-c2nc(C#N)c(NCC3CCCO3)o2)cc1 (stereo not given),0.7,0.0,4,-2
O=C(OCc1ccccc1)C1CCN(S(=O)(=O)c2cccs2)CC1,-1.2,0.8,7,5
CCOc1ccccc1-n1c(=S)sc2c(=O)n(-c3ccccc3C)c(SCC#N)nc21,0.4,-0.1,-14,-7
N/N=C/C1=C(N2CCOCC2)C(=C\c2ccc([N+](=O)[O-])cc2)/CC1,-1.3,-0.1,-12,-1
CC(C)c1ccccc1OCC(=O)Nc1ccc(F)cc1,0.4,0.0,-6,-4
CNC(=O)c1ccccc1NCC(C)(C)C(=O)NC,-1.2,-0.1,-13,-3
Cc1nn(Cc2ccccc2)c(Cl)c1/C=C/C(=O)OC1CCOC1=O (stereo not given),4.6,-0.3,-2,-1
N#CCn1cnc2scc(-c3ccc(F)cc3)c2c1=O,-0.2,0.0,1,2
Cc1cc(F)ccc1NC(=O)Cn1cc2c(n1)CCCCC2,0.7,1.1,7,5
Cc1sc2nc3c4ccccc4c(NCc4ccccn4)nn3c(=O)c2c1C,-0.8,-1.0,-11,-26
COC(=O)c1ccc(NC(=O)CC2C(=O)N(C)C(=S)N2CCc2ccccc2)cc1 (stereo not given),0.1,0.1,13,1
Cc1cc(SC#N)ccc1NS(=O)(=O)c1ccccc1,0.4,-0.2,-12,0
COc1ccccc1N1CCN(Cc2n[nH]c(=S)n2-c2ccccc2)CC1,1.0,-0.1,22,-3
CCCN1C(=O)c2ccc(C(=O)NC3=NCCS3)cc2C1=O,9.5*,-0.1,1,-11
CCOC(=O)c1sc2nc(CC(=O)OC)nc(Nc3ccc(OCC)cc3)c2c1C,-0.5,-0.1,-3,3
CSc1ccc(Cl)c(C(=O)OCc2nnc(-c3ccccc3)o2)c1,0.8,0.1,-1,-5
COc1ccccc1CNCC(=O)Nc1cc(C)on1,-0.1,0.0,27,6
CCCOc1ccc(N2C(=O)CC(NNC(=O)c3ccncc3)C2=O)cc1 (stereo not given),-0.3,0.2,11,6
CC(c1ccccc1)n1cc(C(=O)NCC2CCCO2)nn1 (stereo not given),0.7,0.1,11,-1
Cc1nnc(Nc2cccc(O)c2)c2ccccc12,1.1,-0.1,4,-3
FC(F)(F)c1ccc(Cn2cnc3c(NCc4cccc(C(F)(F)F)c4)nc(Nc4ccncn4)nc32)cc1,-1.7,0.0,29,-16
# Additional entries.
SMILES,GPR151 ag,FBW7 act,MITF inh,TEAD-YAP block
CCOc1ccccc1NC(=O)Cn1ncc2c1-c1ccccc1OC2,0.8,-0.1,-6,-19
O=C(C[n+]1cc[nH]c1)c1ccc(Cl)cc1,0.7,-0.3,-7,-6
Cc1ccc(/C(O)=C(\C#N)c2nc3ccccc3[nH]2)cc1,-1.4,-0.3,6,-20
CC(=O)c1ccc(C(=O)Nc2sc3c(c2C(N)=O)CCN(C(C)C)C3)cc1,-0.1,-0.1,2,2
CS(=O)(=O)N1CCC[C@H](Cn2nc(-c3cccs3)ccc2=O)C1,-1.3,0.0,-13,3
N#C/C(=C\c1ccc(Cl)cc1Cl)C(=O)Nc1ccc(S(N)(=O)=O)cc1,0.4,0.3,7,2
COc1ccccc1/C=C1\C(=O)Nc2ccc(Br)cc21,-0.6,0.2,16,1
N#CC1=C(N)Oc2ccc3ccc(O)cc3c2C1c1cccnc1 (stereo not given),-0.4,-0.1,1,4
Cc1sc(C(=O)N(C)C)c(NC(=O)c2ccccc2)c1C,-1.7,0.0,6,7
CCOC(=O)CC(NC(=O)c1ccccc1F)c1ccc(OCC)cc1 (stereo not given),1.2,0.2,-5,-12
CC(=O)c1c(C)n(-c2cccc(Cl)c2)c2ccc(OC(=O)c3ccccc3)cc12,1.3,0.8,1,5
Cc1ccc(N2C(=O)CC(Sc3nc(C4CC4)ccc3C#N)C2=O)cc1 (stereo not given),3.9,0.0,10,-2
Cc1ccc2[nH]c(=O)c(CN(CCCO)C(=O)c3ccco3)cc2c1,0.0,-0.1,7,-3
O=c1ccnc(SCc2ccccc2Cl)[nH]1,-0.5,-0.1,1,10
Fc1ccccc1-c1cc(N2CCOCC2)nc(-c2ccncc2)n1,3.7,-0.1,2,-11
CN1CCC(Oc2cc(C(=O)Nc3ccc4[nH]ncc4c3)ccn2)CC1,-0.9,0.0,2,3
O=C1CCC(N2CCCC2)CCN1Cc1cccc(Cl)c1 (stereo not given),-0.8,-0.1,6,-5
COc1cccc2cc(C(=O)N3CCCCC3)oc12,-3.2,0.1,1,-22
Cc1ccc(C(=O)N2CCC(C)CC2)cc1C,2.1,-0.1,3,-29
Cc1ccn2c(CNCc3cccnc3)c(C(=O)N3CCCCCC3)nc2c1,1.1,-0.1,-2,5
Cc1ccc(CN2CCNC(=O)C2CC(=O)N2CCCN(Cc3cccs3)CC2)o1 (stereo not given),-0.9,0.2,3,9
O=C1CN(C(=O)c2ccc(C(=O)c3ccccc3)cc2)C(c2ccccc2)c2cc(Br)ccc2N1 (stereo not given),1.8,-0.4,-2,-4
c1ccc(CN2CCC[C@H]2c2nc3ccc(-c4ccncc4)cc3[nH]2)cc1,-0.7,-1.2,3,1
COc1ccc(-n2c(/C=C3/C(=O)N(C)c4ccc(Br)cc43)nc3ccccc3c2=O)cc1,-2.3,0.0,-1,6
CCc1cccc(C)c1NC(=O)CSc1nnc(C)o1,-0.7,0.2,-2,-1
COC(=O)C1=C(NC(=O)Cc2ccccc2)CCS1,-0.2,0.0,9,0
O=C(CCn1nc(-c2ccc(Cl)cc2)ccc1=O)NC1CCCCC1,0.5,0.2,4,-4

# 4 records picked at random from the list so far:
SMILES,GPR151 ag,FBW7 act,MITF inh,TEAD-YAP block
Fc1ccccc1-c1cc(N2CCOCC2)nc(-c2ccncc2)n1,3.7,-0.1,2,-11
c1ccc(CN2CCC[C@H]2c2nc3ccc(-c4ccncc4)cc3[nH]2)cc1,-0.7,-1.2,3,1
CCc1cccc(C)c1NC(=O)CSc1nnc(C)o1,-0.7,0.2,-2,-1
Cc1ccc(CN2CCNC(=O)C2CC(=O)N2CCCN(Cc3cccs3)CC2)o1 (stereo not given),-0.9,0.2,3,9
